SNCA expr inh: SNCA gene expression inhibition. HEK-293 SNCA-luciferase knock-in, luminescence, 24 h. Potency, µM (highest dose often 57.2 µM), inactives show at the highest dose activity change, negative = inhibition, most hits filed as inhibitors. 0.17% of 140,000 active;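 note: potency is the fitted concentration of half-maximal effect; plate controls were DMSO cells for no effect and cell-free wells for full effect; nearly all actives have a fitted effect of over 45% in size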
FLuc inh: blocks purified firefly luciferase enzyme activity | P08659 | purified P. pyralis luciferase, luminescence, biochemical | Potency, µM (titrated, usually from 115 µM), for inactives: top-dose activity change, negative = inhibition, hits mostly inhibitors | 2.5% of 76,000 active; note: potency is the fitted concentration of half-maximal effect; nearly all actives have a fitted effect of over 65% in size
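Biochemical qHTS: compound (6-point titration) added to 10uM D-luciferin plus 10uM ATP in Tris acetate pH 7.5 buffer with Mg, Tween-20 and BSA, then purified enzyme at 10nM; light output imaged.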
GPT2 inhibitor: inhibitors of human GPT2 alanine aminotransferase; Potency, µM (series often up to 57.7 µM), without a hit: at the top dose activity change, negative = inhibition, usual class: inhibitors; Recombinant GPT2, coupled pyruvate oxidase/HRP Amplex Red fluorescence; 0.25% of 100,000 active; Q8TD30; note: potency is the fitted concentration of half-maximal effect; nearly all actives have a fitted effect of over 60% in size; many of its hits are not listed in these tables
Target sequence (Q8TD30 whole entry, looked up): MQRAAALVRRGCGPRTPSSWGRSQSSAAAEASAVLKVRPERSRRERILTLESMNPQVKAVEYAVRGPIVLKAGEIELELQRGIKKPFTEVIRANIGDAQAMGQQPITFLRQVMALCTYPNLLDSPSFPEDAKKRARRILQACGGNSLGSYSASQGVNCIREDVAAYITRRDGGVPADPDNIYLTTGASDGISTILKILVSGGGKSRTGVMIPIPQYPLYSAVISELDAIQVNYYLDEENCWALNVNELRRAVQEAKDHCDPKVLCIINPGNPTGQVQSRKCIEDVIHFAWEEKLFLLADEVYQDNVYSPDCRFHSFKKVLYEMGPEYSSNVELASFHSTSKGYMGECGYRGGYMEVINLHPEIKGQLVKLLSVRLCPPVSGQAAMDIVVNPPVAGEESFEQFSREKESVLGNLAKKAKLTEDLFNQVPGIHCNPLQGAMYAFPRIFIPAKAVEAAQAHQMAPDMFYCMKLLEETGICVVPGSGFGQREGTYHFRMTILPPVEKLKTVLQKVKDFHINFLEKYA
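GPT2 10ng/uL, a-KG 250uM, L-Ala 2mM, HEPES pH7.5 + 0.0001% Tween; 30 min RT. Then Amplex mix (PO/HRP/ThPP), 30 min RT dark, fluorescence. AOA 50uM used as positive control.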
IP6K1 inh: blocks human inositol hexakisphosphate kinase 1. AID 1645851. activity change, % (series mostly up to about 58 µM). 0.81% of 140,000 active. IP6K1 kinase, ADP-Glo luminescence, 2 h; stronger effect = lower value; in the data active = activity change below about -25%
Target sequence (Q92551 whole entry, looked up): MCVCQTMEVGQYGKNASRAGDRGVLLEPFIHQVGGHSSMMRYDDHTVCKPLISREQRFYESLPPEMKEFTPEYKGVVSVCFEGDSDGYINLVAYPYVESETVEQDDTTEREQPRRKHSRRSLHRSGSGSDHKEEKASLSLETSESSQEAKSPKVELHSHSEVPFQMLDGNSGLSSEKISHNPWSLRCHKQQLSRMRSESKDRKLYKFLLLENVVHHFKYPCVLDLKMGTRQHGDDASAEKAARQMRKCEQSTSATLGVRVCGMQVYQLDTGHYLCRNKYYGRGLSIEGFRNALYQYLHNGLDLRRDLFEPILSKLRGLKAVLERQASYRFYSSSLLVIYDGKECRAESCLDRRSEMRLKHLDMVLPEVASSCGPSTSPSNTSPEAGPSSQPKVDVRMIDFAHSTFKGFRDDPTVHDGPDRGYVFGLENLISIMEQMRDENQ
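ADP-Glo luminescence measures ADP made by human IP6K1 during a 2 h RT reaction with ATP/IP6 (mix at 1.3 mM/130 uM); top library doses 57.5 and 19.1 uM final.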
HEK293 viab: counter-screen for SNCA expression inhibitors: cell viability | 0.12% of 150,000 active | AID 1671193 | Potency, µM (highest dose often 57.1 µM), inactives show top-dose activity change, negative = cytotoxicity, most hits filed as cytotoxic | HEK-293-SNCA-luc viability, GF-AFC fluorescence, 24 h;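 note: potency is the fitted concentration of half-maximal effect; 0% = DMSO-treated cells and -100% = medium-only wells without cells; nearly all actives have a fitted effect of over 30% in size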
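HEK-293-SNCA-luc cells (1500/well) plated 24 h, then exposed 24 h to a dilution series; GF-AFC added 30 min at 37C, fluorescence 405/540 nm; normalised to medium-only and DMSO wells, Hill fit.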
HEK cytotox: HEK 293 cell cytotoxicity | HEK 293 viability, ATP luminescence (CellTiter-Glo), 48-72 h | Potency, µM (titrated, usually from 115 µM), inactives show at the top dose activity change, negative = cytotoxicity, hits mostly inhibitors | 6.6% of 94,000 active | AID 1345083; note: potency is the fitted concentration of half-maximal effect; nearly all actives have a fitted effect of over 60% in size
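qHTS cytotoxicity; HEK 293, 250 cells/well; compound pinned; 48 or 72 hr, 37 degree Celsius, 5% CO2, 95% humidity; CellTiter-Glo, 10 min RT; luminescence (ATP).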
3T3 cytotox: NIH 3T3 cell cytotoxicity; NIH 3T3 viability, CellTiter-Glo ATP luminescence, 48-72 h; Potency, µM (doses to about 96.7 µM), inactives show at the highest dose activity change, negative = cytotoxicity, hits mostly inhibitors; 4.3% of 94,000 active; AID 1345082; note: potency is the fitted concentration of half-maximal effect; nearly all actives have a fitted effect of over 55% in size
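Cytotoxicity is measured as loss of cellular ATP: NIH 3T3 cells (400/well) are exposed to compound for 48 or 72 hr at 37 °C, then CellTiter-Glo luminescence is imaged after 10 min at room temperature.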
Numbers without * were called inactive; i = inactive; u = inconclusive; x = no result given; & = joins results of further samples; [ ] = remark or other dose. Unless noted, calls come from the whole dose curve; as a rule, active = well fitted curve in the direction sought with a large enough effect; inconclusive = small, poorly fitted or top-dose-only effect, or another doubt; inactive = no such curve, though single readings can be large; an effect the other way counts as inactive or inconclusive. Unless noted, % is set by controls: 0 for no effect and ±100 for the full control effect. The list is partial. The share of hits here may be higher or lower than overall.

The line under a structure holds: SNCA expr inh	FLuc inh	GPT2 inhibitor	IP6K1 inh	HEK293 viab	HEK cytotox	3T3 cytotox
- Cc1ccc(CC(=O)N2CCC(Cc3nc(-c4ccccc4)no3)CC2)cc1
→ -7.9%	2.5%	i	-4.0	8.2%	u	u
- Cc1noc(C)c1S(=O)(=O)N1CCc2nn(C)c(=O)n2CC1
→ -9.1%	3.2%	-10.4%	-1.8	3.3%	-4.1%	i
- COc1cc(C)ccc1OCCSc1nc2ccc(NC(=O)c3ccccc3F)cc2s1
→ 52.8%	x	x	8.1	8.1%	x	x
- O=C1CC2CCCC(C1)N2C(=O)c1cc(F)ccc1Br
→ -18.1%[87.6 µM]	-6.6%[172 µM]	i	10.4	-2.3%[87.6 µM]	-15.8%[172 µM]	-17.2%[138 µM]
- O=C(Cc1ccccc1)N(Cc1cccnc1)c1nc2c(F)cccc2s1
→ 65.0%[activator]	x	x	-10.3	-8.3%	x	x
- CCC(CC)NC(=O)C1Cn2cccc2C(=O)N1CC(C)C (stereo not given)
→ 9.8%	-4.4%	i	11.2	6.6%	i	i
- Cc1cc(C(=O)N2C[C@@H](COCC3CC3)[C@H](c3ccncc3)C2)c(C)o1
→ u	-3.7%	i	-1.7	u	-11.7%	-24.1%
- CCc1ccc(Oc2c(C(F)(F)F)oc3c(CN4CCC(C)CC4)c(O)ccc3c2=O)cc1
→ 16.1%	x	x	0.6	5.2%	x	x
- O=C(NCc1ccc2c(c1)OCO2)c1ccc2nnc(-c3ccc(C(F)(F)F)cc3)n2c1
→ 17.9%	x	-2.8%	4.7	2.8%	u	-30.3%
- CN(Cc1ccnc2ccccc12)C(=O)c1cn(Cc2ccc(Cl)cc2)nn1
→ -8.4%	-8.0%	-13.8%	9.3	-27.8%	35.5µM*	u
- Cc1ccc(NC(=O)c2c(Nc3ccccc3C)sc(C(=O)c3ccccc3)c2N)cc1
→ 2.6%	x	x	-18.8	-18.4%	x	x
- O=[S+]([O-])(c1cccs1)N1CCCN(c2ccnc3ccnn23)CC1
→ -3.1%	x	i	1.1	-4.0%	u	u
- COc1ccc(CCNC(=O)Cc2c(C)c3c(cc(C)c4c(C)c(C)oc43)oc2=O)cc1OC
→ 23.1%	x	x	-16.3	5.5%	x	x
- CCc1nc2c(c(-c3ccc(O)cc3)n1)CCN(Cc1cccc(C(F)(F)F)c1)CC2
→ 0.2%	10.4%	i	11.0	2.9%	44.7µM*	39.8µM*
- COc1ccc(-c2ccnc(N[C@H]3CO[C@H]4[C@@H]3OC[C@@H]4NS(=O)(=O)c3ccc(NC(C)=O)cc3)n2)cc1
→ -16.8%	5.5%	0.1%	-17.7	-10.5%	39.8µM*	u
- O=C(NCc1ccccn1)c1nc(-c2cccnc2)c2ccccn12
→ 17.0%[87.6 µM]	2.0%[172 µM]	i	3.3	3.9%[87.6 µM]	u	u
- CCOc1ccccc1NC(=O)N1CCC[C@H]1C(=O)N1CCCCCCNC(=O)CC1
→ -5.8%	-13.4%	u	-3.0	8.0%	0.1%	-23.9%
- CC(C)CNC(=O)C1COC2(CCCCC2)N1C(=O)c1cccc(Cl)c1 (stereo not given)
→ 7.6%	1.0%	4.6%	15.6	-2.7%	-29.7%	-12.3%
- CN1C(=O)C(c2ccccc2)CC12CCN(C(=O)c1cccc(F)c1)CC2 (stereo not given)
→ 4.5%	-1.6%	0.7%	8.9	-0.7%	-2.7%	4.0%
- O=C(Cc1cccc(F)c1)NCCn1ccn2nc(-c3ccc(F)cc3)cc2c1=O
→ -12.6%	u	i	-1.6	-16.1%	u	-21.8%
- COc1cccc(NC(=O)C2CC(=O)N(c3n[nH]c4cc(Br)ccc34)C2)c1 (stereo not given)
→ 30.6%[activator]	12.8%	i	-7.0	-0.3%	u	u
- CNC(=O)c1cc(C2CC2)nc2c1c(C1CCCN1[S+](=O)([O-])c1ccccc1)nn2C (stereo not given)
→ x	x	x	2.3	x	u	u
- Cn1ncc2c(C(=O)N3CCN(Cc4ccccc4)CC3)cc(-c3ccc(C(F)(F)F)cc3)nc21
→ x	x	x	-6.6	x	u	u
- COc1ccc(N2CCN(C(=O)c3cccc(-n4c(C)nc5cccnc54)c3)CC2)cc1
→ 29.3%	x	x	4.9	-6.1%	x	x
- COc1ccc(-c2noc(CCC(=O)NCc3ccc(C)cc3)n2)cc1
→ -7.1%	x	x	-12.7	-2.0%	x	x
- COC(=O)N1CCC2(C1)OC(=O)Nc1ccccc12 (stereo not given)
→ 1.5%[87.6 µM]	-9.2%[172 µM]	4.2%[88.5 µM]	-2.5	u	3.2%[172 µM]	-10.5%[138 µM]
- COc1ccc(NC2CN(C(=O)OC(C)(C)C)C2)cc1
→ 32.9%&56.2%[activator][87.6 µM]	x	-11.3%[88.5 µM]	-10.2&-15.7	-10.4%&-2.8%[87.6 µM]	-7.9%[172 µM]	-6.2%&-19.1%[138 µM]
- COc1cncc(Nc2ncc(-c3c(C)noc3C)c3c2OCC3)c1
→ 0.3%[87.6 µM]	0.1%[172 µM]	0.3%[88.5 µM]	-21.2	5.8%[87.6 µM]	-31.2%[172 µM]	u
- CN(C)CC1(O)CCC2(CCN(C(=O)C3CCCC3)CC2)CC1
→ 0.5%	7.1%	i	15.7	3.3%	-26.6%	-28.1%
- O=C(NCc1cccnc1)C1CCC(=O)N(CCCN2CCCC2=O)C1 (stereo not given)
→ u	-1.3%	0.2%	-6.5	-9.5%	-2.9%	-1.1%
- Cc1cnc(C(=O)N2c3ccccc3CC2c2nc(C3CC3)no2)cn1 (stereo not given)
→ 14.6%	x	i	10.7	-14.6%	-19.3%	-25.0%
- O=[S+]([O-])(c1cccs1)N1CCC2(CC1)CC(Cc1ccccc1)=NO2
→ -12.2%	3.7%	i	-1.4	0.9%	44.7µM*	u
- COCc1nc(-c2ccc(OC3CN(C(=O)NC(C)C)C3)cc2)no1
→ -14.4%	7.4%	i	12.0	-18.6%	u	-22.3%
- Cc1ccc2nc(NC(=O)CSc3nc4c(c(=O)n3-c3ccccc3)SCC4)sc2c1
→ -17.9%	x	2.5%&2.5%	-4.6	-25.8%&1.7%	x	x
- CN(Cc1cn(-c2ccccc2)nn1)Cc1cnc2ccccn12
→ u	11.4%	3.1%	15.6	-13.7%	u	u
- COCC(=O)N1CC(C(=O)NCc2cccc(F)c2)CC(c2ccc(F)c(C)c2)C1 (stereo not given)
→ -11.2%	-2.1%	i	4.1	6.3%	u	-18.1%
- COCCOCC(=O)N1CCCC(c2nc(-c3cccnc3)no2)CCNC(=O)CC1 (stereo not given)
→ 27.1%	-3.3%	i	17.7	7.1%	-1.3%	1.0%
- O=C(Nc1ccc2nn(-c3ccccc3)nc2c1)c1ccc(-c2cccc(Cl)c2)o1
→ 126.7%[activator]	x	x	1.8	-2.2%	x	x
- O=C(O)COCC(=O)N[C@H]1CCN2C(=O)c3cc(-c4ccsc4)ccc3NC(=O)[C@H]12
→ -3.4%[87.6 µM]	-20.7%[172 µM]	-7.4%[88.5 µM]	6.5	1.6%[87.6 µM]	-4.7%[172 µM]	i
- COc1cccc(Nc2nc(-c3ccccc3)no2)c1
→ 29.8%	0.794µM*	0.7%	-11.1	-4.9%	u	44.7µM*
- O=C(CN1CC2CC(C1)[C@H]1CCCC(=O)N1C2)NCCCc1ccccc1 (stereo not given in full)
→ -5.9%	1.1%	u	8.3	11.1%	-2.8%	i
- CCOc1ccccc1CN1CCN(Cc2nccn2CC)CC1CCO (stereo not given)
→ -27.5%	2.7%	-12.7%	5.4	-18.4%	-26.8%	-7.5%
- C1=CC2C3C=CC(C3)C2C1 (stereo not given)
→ -29.1%	x	-6.5%[88.5 µM]	10.7	-27.4%	x	x
- COc1ccccc1-c1ccc(C(=O)N2CCC(C(=O)NCC3CC3)CC2)cc1
→ -8.4%	x	0.1%	6.3	-10.2%[12.5 µM]	u	-25.1%
- O=S(=O)(c1ccccc1F)N1CCC(F)(c2nc(Cc3ccccc3)no2)CC1
→ -0.8%	x	-16.4%	11.9	1.4%	u	u
- COc1ccc(CC2CCN(C(=O)c3c(C)noc3-c3ccc4c(c3)OCO4)CC2)cc1
→ -15.9%	-12.9%	1.9%	-11.5	13.7%	35.5µM*	25.1µM*
- COc1ccccc1N1CCN(CCN(C(=O)c2ccc(F)cc2)c2ccccn2)CC1
→ -8.2%	x	-7.2%	x	-0.1%	x	x
- COc1cc2c(cc1CN1CCCC(CO)(CC=C(C)C)C1)OCCO2 (stereo not given)
→ 4.2%	1.3%	2.8%	-2.3	2.0%	u	u
- COc1cccc(NC(=O)Cn2nnc(-c3nc(-c4ccccc4)no3)c2N)c1
→ -17.3%	x	x	-7.3	-12.1%	x	x
- CN1CCN(Cc2ccc(CC3CCN(C(=O)c4ccc5cc[nH]c5c4)CC3)cc2)CC1
→ -0.6%	x	i	11.4	0.6%	u	31.6µM*
- CC[C@H]1CN(C(=O)c2ccc(F)cc2)CC[C@H]1CC(=O)NCc1ccccc1OC
→ -4.8%[87.6 µM]	-4.2%[172 µM]	1.3%[88.5 µM]	-1.8	-4.5%[87.6 µM]	u	u
- COCC(=O)N1CCCN(c2ccc3nnc(C4CC4)n3n2)CC1
→ x	x	x	14.7	x	-19.2%[172 µM]	-19.5%[138 µM]
- CCOC(=O)Cn1c(=O)n(-c2ccccc2OC)c2nc(-c3ccccc3F)nc(C(N)=O)c21
→ -2.6%	x	x	13.8	-13.5%	x	x
- COc1ccc(-c2cc(C(F)(F)F)n3nc(C(=O)Nc4sc5c(c4C(=O)OC(C)C)CCCC5)cc3n2)cc1OC
→ 1.2%	x	x	36.7	7.5%	x	x
- CCOC(=O)[C@H]1C[C@]2(CCCCN(C)C2=O)N(C(=O)c2cc(C)oc2C)[C@H]1c1ccco1
→ x	x	x	-8.2	x	u	-27.2%
- CCc1ccc(NC(=O)Cn2ccn3nc(-c4ccccc4)c(CO)c3c2=O)cc1
→ -13.1%	-7.7%	i	35.8	3.5%	u	-24.1%

Single values from the entries so far.
HEK293 viab, COCC(=O)N1CC(C(=O)NCc2cccc(F)c2)CC(c2ccc(F)c(C)c2)C1 (stereo not given) → 6.3%
GPT2 inhibitor, Cc1ccc2nc(NC(=O)CSc3nc4c(c(=O)n3-c3ccccc3)SCC4)sc2c1 → 2.5%&2.5%

Bioassay records: PubChem BioAssay, National Center for Advancing Translational Sciences (NCATS)
